RXFP1 ag: qHTS Assay for Agonists of the Relaxin Receptor RXFP1 | Relaxin receptor 1 (Homo sapiens), Q9HBX9 | HEK293T-RXFP1 cAMP TR-FRET, 30 min; response scale: percent of porcine relaxin response, buffer zero | Potency, µM (doses to about 57.5 µM), without a hit: at the top dose activation, actives largely listed as activators | actives 0.3% (n = 370,000); note: % is set by controls: 0 for no effect and ±100 for the full control effect; nearly all actives have a fitted effect of over 60% in size; many of its hits are not listed in these tables
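cAMP rise read by TR-FRET after 30 min, 37C compound exposure (up to 58 uM) in RXFP1-transfected HEK293 cells with Ro 20174 present. EC50 from Hill-equation fits, with 29 nM porcine relaxin as 100% and buffer as basal.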
USP1 inh: Inhibitors of USP1/UAF1: Primary Screen. actives 0.23% (n = 390,000). Ubiquitin carboxyl-terminal hydrolase 1 (Homo sapiens), O94782. Potency, µM (top dose mostly 57.1 µM), for the others: at the top dose activity change, negative = inhibition, usual class: inhibitors. recombinant USP1/UAF1, Ub-Rhodamine cleavage fluorescence; note: % is set by controls: 0 for no effect and ±100 for the full control effect; nearly all actives have a fitted effect of over 60% in size; inactives centre near -12
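In this screen, compounds sit with the deubiquitinase complex (1nM) for 15 min at room temperature before Ub-Rho is added at 150nM final. Fluorescence rise is then followed for 6 reads every 60 seconds.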
rTrxR1 inhibitor: qHTS Assay for Inhibitors of Mammalian Selenoprotein Thioredoxin Reductase 1 (TrxR1): qHTS; recombinant rTrxR1, NADPH fluorescence consumption, selenite substrate; Potency, µM (doses to about 114 µM), for the others: at the highest dose activity change, negative = inhibition, hits mostly inhibitors; actives 1% (n = 390,000); AID 588453, 2011; note: % is set by controls: 0 for no effect and ±100 for the full control effect; nearly all actives have a fitted effect of over 65% in size
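Rat TrxR1 (90 nM in the dispensed reagent) was pre-reduced with 400 uM NADPH for 5 min at room temperature, then incubated with compound for 15 min. After 400 uM selenite was added, NADPH fluorescence (Ex 340/Em 450 nm) was followed for 8 min.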
Vif-APOBEC3F blk: qHTS for Inhibitors of Vif-A3F Interactions: qHTS; actives 0.2% (n = 390,000); Potency, µM (highest dose often 46.1 µM), inactives show top-dose activity, negative = active; HeLa A3F-eYFP + Vif (tagged APOBEC3F with the HIV-1 protein that degrades it), YFP fluorescence increase; note: % of control where 0% means no effect; nearly all actives have a fitted effect of over 65% in size
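HeLa cells stably expressing Vif plus C-terminally eYFP-tagged A3F were seeded, incubated overnight at 37 deg C, dosed with compound, incubated overnight again at 37 deg C. Yellow fluorescence (Ex 488/Em 500-530) reported blocked Vif-mediated A3F-eYFP degradation.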
TrxR1 substrate: qHTS Assay for Substrates of Mammalian Selenoprotein Thioredoxin Reductase 1 (TrxR1): qHTS; Thioredoxin reductase 1, cytoplasmic (Rattus norvegicus), O89049; purified TrxR1 substrate turnover, NADPH consumption readout; Potency, µM (titrated, usually from 114 µM), for inactives: at the top dose activity change, negative = substrate turnover; actives 0.01% (n = 390,000); note: % is set by controls: 0 for no effect and ±100 for the full control effect; nearly all actives have a fitted effect of over 50% in size
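Rat TrxR1, dispensed at 90 nM, was prereduced with 400 uM NADPH (final) for 5 min at ~22 deg C, then incubated with compound 15 min before 400 uM selenite. A first-read NADPH fluorescence drop versus no-compound background flagged substrates.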
12-LOX inh: Primary qHTS assay for inhibitors of human arachidonate 12S-lipoxygenase (ALOX12): Round 2 | actives 1.1% (n = 580,000) | purified 12hLO, xylenol orange hydroperoxide absorbance | Potency, µM (highest dose often 108 µM), for inactives: at the highest dose activity change, negative = inhibition, actives largely listed as inhibitors; note: % is set by controls: 0 for no effect and ±100 for the full control effect
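Purified human 12hLO (150 nM final) in 25 mM Hepes, 0.01% Triton X-100, pH 7.0 was preincubated 15 min at room temperature with compound. Then 40 uM arachidonic acid was added, 30 min. Hydroperoxide was read by Fe-XO absorbance ratio 573/405 nm.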
Vif-A3G inh: qHTS for Inhibitors of Vif-A3G Interactions: qHTS; HeLa A3G-eYFP + Vif (tagged APOBEC3G with the HIV-1 protein that degrades it), YFP fluorescence, overnight; Potency, µM (titrated, usually from 46.1 µM), for inactives: at the top dose activity, negative = active, actives largely listed as inhibitors; actives 0.076% (n = 410,000); AID 602310, 2012;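 note: % is set by controls: 0 for no effect and ±100 for the full control effect; nearly all actives have a fitted effect of over 60% in size; hits raise eYFP signal because A3G escapes Vif-driven loss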
Target sequence (Q9HC16 whole entry, looked up): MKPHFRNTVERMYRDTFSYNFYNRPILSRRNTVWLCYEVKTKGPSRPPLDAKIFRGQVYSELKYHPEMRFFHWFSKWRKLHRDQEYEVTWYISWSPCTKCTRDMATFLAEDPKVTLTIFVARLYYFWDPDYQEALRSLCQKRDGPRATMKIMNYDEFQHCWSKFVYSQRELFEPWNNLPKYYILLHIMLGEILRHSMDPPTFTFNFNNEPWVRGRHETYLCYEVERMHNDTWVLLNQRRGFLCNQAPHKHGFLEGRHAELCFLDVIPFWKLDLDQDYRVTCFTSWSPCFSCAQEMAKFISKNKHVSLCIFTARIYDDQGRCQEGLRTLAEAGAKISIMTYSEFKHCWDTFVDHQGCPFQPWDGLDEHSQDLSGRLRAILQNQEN
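Read-out is eYFP fluorescence (Ex 488/Em 500-530) from Vif-expressing HeLa A3G-eYFP cells; more signal means A3G escaped Vif-mediated degradation. Cells plated overnight, compound pinned in, incubated overnight at 37 deg C.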
RGS4 inh: Inhibitors of Regulator of G Protein Signaling (RGS) 4: qHTS; Regulator of G-protein signaling 4 (Homo sapiens), P49798; Transcreener GDP fluorescence polarization, RGS4-accelerated GTP hydrolysis; Potency, µM (series often up to 114 µM), for inactives: at the highest dose activity change, negative = inhibition, actives largely listed as inhibitors; actives 0.039% (n = 390,000); note: % is set by controls: 0 for no effect and ±100 for the full control effect; nearly all actives have a fitted effect of over 75% in size; some results filed as inactive show a strong effect at the top dose
Target sequence (P49798 whole entry, looked up): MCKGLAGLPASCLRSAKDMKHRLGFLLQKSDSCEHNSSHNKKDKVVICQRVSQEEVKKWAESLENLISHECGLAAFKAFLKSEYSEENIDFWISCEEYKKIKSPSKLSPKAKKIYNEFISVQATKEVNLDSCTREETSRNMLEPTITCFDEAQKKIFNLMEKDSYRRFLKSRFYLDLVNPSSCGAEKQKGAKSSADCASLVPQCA
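MLSMR compounds (23 nl, pin-transferred) preincubated 10 min at room temperature with a 500nM (2x) first reagent, then RGS4 at 900nM (2x) plus Transcreener GDP mix added; fluorescence polarization (620/688 nm) read before and after 90 min at 30 °C.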
mIDH1 inhibitor: qHTS for Inhibitors of mutant isocitrate dehydrogenase 1 (IDH1): qHTS; Isocitrate dehydrogenase [NADP] cytoplasmic (Homo sapiens), O75874; IDH1-R132H enzyme, NADPH consumption, diaphorase/resazurin fluorescence; Potency, µM (highest dose often 76.6 µM), for inactives: at the highest dose activity change, negative = inhibition, actives largely listed as inhibitors; actives 0.093% (n = 390,000); note: % is set by controls: 0 for no effect and ±100 for the full control effect; nearly all actives have a fitted effect of over 65% in size
Target sequence (O75874 whole entry R132H, stated change not applied): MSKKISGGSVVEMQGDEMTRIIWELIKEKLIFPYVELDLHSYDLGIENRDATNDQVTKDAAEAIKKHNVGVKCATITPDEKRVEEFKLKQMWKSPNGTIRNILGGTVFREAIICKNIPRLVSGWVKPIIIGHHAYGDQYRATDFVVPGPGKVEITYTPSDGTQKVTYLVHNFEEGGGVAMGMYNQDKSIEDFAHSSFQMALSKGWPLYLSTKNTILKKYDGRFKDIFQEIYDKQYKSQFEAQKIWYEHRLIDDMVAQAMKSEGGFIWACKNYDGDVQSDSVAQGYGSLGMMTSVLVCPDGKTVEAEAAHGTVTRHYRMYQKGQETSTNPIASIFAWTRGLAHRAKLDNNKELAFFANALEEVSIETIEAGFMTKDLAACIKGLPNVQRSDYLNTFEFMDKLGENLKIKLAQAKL
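IDH1-R132H (0.5 ug/mL dispensed) in pH 7.5 Tris buffer was preincubated 30 min with compound, then given a substrate mix of 0.016 mM NADPH and 2 mM alpha-KG for 80 min at room temperature; remaining NADPH was read by diaphorase/resazurin fluorescence.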
Numbers without * were called inactive; u = inconclusive; x = not tested or not shown; [ ] = remark or other dose. Calls come from the whole dose curve; as a rule, active = well fitted curve in the direction sought with a large enough effect; inconclusive = small, poorly fitted or top-dose-only effect, or another doubt; inactive = no such curve, though single readings can be large; an effect the other way counts as inactive or inconclusive. Potency is the fitted concentration of half-maximal effect.

Fields: RXFP1 ag	USP1 inh	rTrxR1 inhibitor	Vif-APOBEC3F blk	TrxR1 substrate	12-LOX inh	Vif-A3G inh	RGS4 inh	mIDH1 inhibitor
- CCN(CC)CCC(O)(c1ccc2c(c1)OCO2)c1cc(OC)c(OC)c(OC)c1 (stereo not given)
 : x	-8%	-11%[57.1 µM]	7%	-4%[57.1 µM]	4%	3%	-7%	0%
- COc1cccc(CN2c3ccccc3-c3nc(SCC(=O)Nc4ccccc4Cl)ncc3S2(=O)=O)c1
 : 4.7%	-11%	8%	0%	16%	-2%	-2%	3%	2%
- CCN(C(=O)C(C)N1C(=O)/C(=C/c2cccs2)SC1=S)C1CCS(=O)(=O)C1 (stereo not given)
 : 2.4%	-23%	20%	2%	6%	u	2%	29%	-9%
- Cc1ccc(S(=O)(=O)N2CCN(C(=O)CC(C)n3nc(C)c(Cl)c3C)CC2)cc1C (stereo not given)
 : 2.4%	-24%	4%	-5%	-6%	347%[activator]	-1%	-6%	1%
- CCC(COC(C)=O)Nc1nc2c([nH]1)c(=O)n(C)c(=O)n2C (stereo not given)
 : 0.1%	-18%	13%	u	5%	25%	-1%	-22%	-6%
- CCCCn1c(=O)c2oc3ccccc3c2n(CC(=O)Nc2ccc(CC)cc2)c1=O
 : 2.8%	-6%	10%	2%	2%	-24%	-12%	15%	-12%
- O=C(NCCc1ccc(F)cc1)C1CCCCC1
 : -0.8%	9%	-6%[57.1 µM]	3%	-2%[57.1 µM]	-5%	0%	1%	-5%
- COc1ccccc1NC(=O)c1ccc(NC(=O)c2cc3c(s2)CCC3)cc1
 : 1.7%	-1%	32%	-17%	26%	-18%	-2%	u	1%
- COc1ccc(NC2c3ccccc3C(=O)N2Cc2ccc3c(c2)OCO3)cc1 (stereo not given)
 : 0.0%	-3%	-3%	10%	-12%	-8%	-6%	-13%	24%
- Cc1ccc(-n2nc3c(=O)n(CC(=O)NCc4ccccc4Cl)nc(C)c3c2C)cc1
 : 1.4%	-18%	16%	2%	3%	0%	4%	-23%	11%
- O=C(O)CC1(CC(=O)Nc2ccc(Br)cc2)CCCCC1
 : -0.6%	-14%	14%[57.1 µM]	-3%	-7%	0%	1%	13%	11%
- CCOc1cc(/C=N\NC(=O)c2c(C)nc3ccccn23)ccc1O
 : 0.7%	-18%	7%[57.1 µM]	5%	7%[57.1 µM]	19%	0%	-27%	5%
- COc1ccc(COC(=O)c2ccc(N3CCCC3=O)cc2)cc1F
 : 4.4%	-18%	26%	2%	5%	3%	1%	-5%	3%
- CCOC(=O)CSc1ncnc2c1cnn2-c1ccc(C)cc1C
 : -1.4%	-13%	18%[57.1 µM]	4%	8%[57.1 µM]	-1%	-5%	5%	11%
- COc1ccc2oc(C)c(C(=O)c3ccccc3)c2c1
 : x	-24%	2%[57.1 µM]	2%	-3%[57.1 µM]	155%[activator]	3%	17%	-9%
- N#CC(C#N)=C1C(=O)N(CCN2CCCCC2)c2ccccc21
 : 0.0%	-19%	-3%	17%	-4%	-28%	0%	-48%	3%
- O=C(/C=C/c1ccc2c(c1)OCO2)NCCSCc1c(Cl)cccc1Cl
 : -0.3%	-15%	-6%	1%	4%	u	2%	-18%	3%
- CCN(CC)CCN(Cc1cc2cc3c(cc2[nH]c1=O)OCCO3)C(=S)NCC(C)C
 : 4.5%	-22%	-3%[57.1 µM]	3%	42%[activator][57.1 µM]	0%	-1%	-16%	-1%
- CCOc1ccc(Oc2ccccc2NC(=O)C2=COCCO2)cc1
 : 3.5%	-15%	-9%	10%	-6%	-18%	-14%	-3%	-1%
- O=c1[nH]cnc2scc(-c3ccsc3)c12
 : 15%	-12%	5%	-5%	0%	-5%	1%	-17%	10%
- Cc1ccc(-c2cc(-c3nnc(SCC(=O)NCC(C)C)n3N)c3ccccc3n2)cc1
 : 2.4%	-24%	4%[57.1 µM]	0%	18%	0%	-4%	-11%[11.4 µM]	4%
- O=C(NCCc1ccc(Cl)cc1)C1CCN(c2ncccn2)CC1
 : -2.2%	0%	12%[57.1 µM]	-20%	2%[57.1 µM]	-4%	-1%	27%	22%
- C=CCn1c(-c2cc3cccc(OC)c3o2)n[nH]c1=S
 : 14%	-13%	-7%[57.1 µM]	u	30%[57.1 µM]	u	0%	-51%	2%
- COc1ccc(S(=O)(=O)N2CCOCC2)cc1NC(=O)CC1CC2CCC1C2 (stereo not given)
 : 0.0%	-5%	11%	1%	1%	0%	-23%	19%	0%
- COc1ccc(/C=C2/SC(=O)N(NS(=O)(=O)c3ccccc3)C2=S)cc1OC
 : 0.5%	-5%	-8%	-12%	-11%	-23%	-1%	-13%	6%
- CC(C)OCCCN1C(=O)c2ccccc2C1C(=O)NC1CCCCC1 (stereo not given)
 : -0.7%	-4%	-9%	4%	-2%	16%	2%	-3%	7%
- O=[N+]([O-])c1cccc(-c2nc(-c3cccs3)c(-c3cccs3)[nH]2)c1
 : -0.2%	-6%	-7%	5%	6%[57.1 µM]	-7%	-1%	3%[11.4 µM]	0%
- CCCNC(=O)N1CCN(S(=O)(=O)c2ccc3c(ccn3C)c2)CC1
 : -0.2%	-3%	2%[57.1 µM]	-4%	-3%[57.1 µM]	-3%	3%	10%	u
- O=C(O)c1ccc(NC(=S)NC(=O)c2ccc(-c3ccccc3)cc2)cc1
 : 0.7%	-26%	u	-25%	3%[57.1 µM]	u	-8%	u	18%
- C/C(=N\NC(=O)c1ccccc1)c1ccc(N2CCCCC2)cc1
 : -1.0%	-18%	8%	0%	14%	11%	1%	2%	2%
- O=[N+]([O-])c1cc(/C=N/Nc2nc3ccccc3[nH]2)c(O)cc1O
 : -0.8%	-15%	-12%	-25%	-19%	u	u	0%	8%
- CCC(=O)Nc1cccc(C(=O)/C=C/c2cc(Br)ccc2OC)c1
 : 0.3%	-19%	u	-1%	-10%	0%	-27%	u	-2%
- Cc1ccc(CNC(=O)/C=C/c2ccccc2Cl)cc1
 : -1.3%	-18%	19%	1%	8%	409%[activator]	1%	21%	2%
- CN(C)C(=O)c1ccc(N=Nc2c(O)c3ccccc3[nH]c2=O)cc1
 : x	-13%	-14%	-1%	-8%	u	3%	10%	-4%
- O=C(c1ccc(Sc2cccc(Cl)c2)c([N+](=O)[O-])c1)N1CCN(c2ccccn2)CC1
 : -1.0%	-15%	18%	1%	-3%[57.1 µM]	0%	6%	-10%	-13%
- Cc1ccc(NC(=O)C2CCCO2)c(Br)c1 (stereo not given)
 : x	-5%	23%	4%	-3%	21%	0%	15%	3%
- COc1ccc(N2CCN(C(CNC(=O)c3ccc(OC)c(OC)c3)c3cccnc3)CC2)cc1 (stereo not given)
 : -2.5%	-11%	21%	0%	3%	4%	-4%	1%	-10%
- Cc1c(C(=O)Nc2cccc(-c3nc4ccccc4s3)c2)oc2ccc(F)cc12
 : -5.1%	-6%	43%[activator]	-7%	13%	-17%	4%	-16%	0%
- COc1ccc(N(CC(=O)NCc2ccccc2C)S(=O)(=O)c2ccc(C)cc2)cc1OC
 : 1.7%	-22%	16%	2%	3%	-9%	-2%	-9%	5%
- O=C(O)c1cc2n(n1)C(C(F)(F)F)CC(c1ccccc1)N2 (stereo not given)
 : 0.1%	-24%	-1%	0%	0%	u	1%	-23%	6%
- CC(C)=CCN1CCN(Cc2ccc(C)s2)CC1CCO (stereo not given)
 : 1.9%	-13%	7%[57.1 µM]	4%	4%[57.1 µM]	-9%	0%	20%	7%

This is a subset; count on the stated rates, not on these rows.
